Glioma ERSR ind: induces the endoplasmic reticulum stress response in human glioma cells. U87-MG GRP78 promoter luciferase reporter, 16 h. Potency, µM, inactives show at the top dose activation, usual class: activators. 420,000 compounds, 0.02% hits. AID 602332; further: potency means the concentration at half of the fitted maximal effect; series mostly up to about 76 µM; % of control where 0% means no effect; nearly all actives have a fitted effect of over 35% in size
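ERSR induction read as luciferase luminescence (Bright-Glo, 10 min at room temperature) in stably transfected human U87-MG glioma cells exposed to compounds for 16 h, using GRP78 as sensor.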
RGS4 inhibitor: blocks human RGS4-accelerated GTP hydrolysis. 390,000 compounds, 0.039% hits. Potency, µM (titrated, usually from 114 µM), inactives show at the top dose activity change, negative = inhibition, most hits filed as inhibitors. Transcreener GDP fluorescence polarization, RGS4-accelerated GTP hydrolysis. P49798; further: potency means the concentration at half of the fitted maximal effect; on the % scale 0 is the no-effect control and ±100 the full control effect; nearly all actives have a fitted effect of over 75% in size; some results filed as inactive show a strong effect at the top dose
Target sequence (P49798 whole entry, looked up): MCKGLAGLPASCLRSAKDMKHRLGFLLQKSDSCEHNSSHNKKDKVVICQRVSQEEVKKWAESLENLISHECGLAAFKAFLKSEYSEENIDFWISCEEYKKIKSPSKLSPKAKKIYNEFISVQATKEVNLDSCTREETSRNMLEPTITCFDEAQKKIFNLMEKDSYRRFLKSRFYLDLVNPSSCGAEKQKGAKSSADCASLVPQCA
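MLSMR compounds (23 nl, pin-transferred) preincubated 10 min at room temperature with a 500nM (2x) first reagent, then RGS4 at 900nM (2x) plus Transcreener GDP mix added; fluorescence polarization (620/688 nm) read before and after 90 min at 30 °C.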
USP1-UAF1 inh: inhibitors of human USP1/UAF1 deubiquitinase | recombinant USP1/UAF1, Ub-Rhodamine cleavage fluorescence | 390,000 compounds, 0.23% hits | Potency, µM (titrated, usually from 57.1 µM), for inactives: at the top dose activity change, negative = inhibition, hits mostly inhibitors | O94782; further: potency means the concentration at half of the fitted maximal effect; on the % scale 0 is the no-effect control and ±100 the full control effect; nearly all actives have a fitted effect of over 60% in size; inactives centre near -12
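In this screen, compounds sit with the deubiquitinase complex (1nM) for 15 min at room temperature before Ub-Rho is added at 150nM final. Fluorescence rise is then followed for 6 reads every 60 seconds.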
Vif-APOBEC3F blk: blocks the Vif interaction with APOBEC3F; HeLa A3F-eYFP + Vif (tagged APOBEC3F with the HIV-1 protein that degrades it), YFP fluorescence increase; Potency, µM (doses to about 46.1 µM), for inactives: at the highest dose activity, negative = active; 390,000 compounds, 0.2% hits; further: potency means the concentration at half of the fitted maximal effect; % of control where 0% means no effect; nearly all actives have a fitted effect of over 65% in size
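Fluorescence increase (Ex 488/Em 500-530) after overnight compound treatment at 37 deg C flags inhibition of Vif-driven A3F-eYFP loss in stable HeLa A3F-eYFP/Vif cells seeded overnight beforehand.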
LDHA inh: inhibitors of human lactate dehydrogenase A. 480,000 compounds, 0.15% hits. AID 1347041. activity change, % (values are at about 110 or 230 µM). purified LDHA, NADH/diaphorase-resazurin fluorescence; active compounds read low. P00338; in the data active means activity change below about -30%; inconclusive means mostly about -25% to -30%;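 further: plate controls were DMSO wells for no effect and wells without enzyme for full effect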
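Resorufin fluorescence (ex540/em590), read at 0 and 20 min after diaphorase/resazurin addition, reports the NADH left after a 5 min room-temperature reaction of 2 nM human LDH5 with 0.06 mM NADH and 0.2 mM pyruvate.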
TrxR1 substrate: rat thioredoxin reductase 1 substrate activity; O89049; purified TrxR1 substrate turnover, NADPH consumption readout; Potency, µM (titrated, usually from 114 µM), inactives show at the top dose activity change, negative = substrate turnover; 390,000 compounds, 0.01% hits; further: potency means the concentration at half of the fitted maximal effect; on the % scale 0 is the no-effect control and ±100 the full control effect; nearly all actives have a fitted effect of over 50% in size
Target sequence (O89049 whole entry, looked up): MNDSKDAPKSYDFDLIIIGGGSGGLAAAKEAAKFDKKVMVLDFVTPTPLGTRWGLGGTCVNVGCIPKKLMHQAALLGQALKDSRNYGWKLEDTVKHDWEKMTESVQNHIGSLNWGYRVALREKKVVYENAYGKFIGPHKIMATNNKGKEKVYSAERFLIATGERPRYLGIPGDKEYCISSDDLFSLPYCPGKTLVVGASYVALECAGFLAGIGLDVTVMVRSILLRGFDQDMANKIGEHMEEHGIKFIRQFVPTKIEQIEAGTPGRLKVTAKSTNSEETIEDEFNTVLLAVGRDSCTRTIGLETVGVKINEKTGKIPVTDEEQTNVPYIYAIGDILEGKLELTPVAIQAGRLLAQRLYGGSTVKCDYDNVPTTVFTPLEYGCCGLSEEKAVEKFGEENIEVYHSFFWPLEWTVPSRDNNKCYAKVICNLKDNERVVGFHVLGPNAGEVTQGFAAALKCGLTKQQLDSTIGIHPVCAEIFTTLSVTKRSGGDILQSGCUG
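Rat TrxR1, dispensed at 90 nM, was prereduced with 400 uM NADPH (final) for 5 min at ~22 deg C, then incubated with compound 15 min before 400 uM selenite. A first-read NADPH fluorescence drop versus no-compound background flagged substrates.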
TrxR1 inh: blocks rat thioredoxin reductase 1; recombinant rTrxR1, NADPH fluorescence consumption, selenite substrate; 390,000 compounds, 1% hits; Potency, µM (doses to about 114 µM), for the others: top-dose activity change, negative = inhibition, usual class: inhibitors; O89049; further: potency means the concentration at half of the fitted maximal effect; on the % scale 0 is the no-effect control and ±100 the full control effect; nearly all actives have a fitted effect of over 65% in size
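Rat TrxR1 (90 nM in the dispensed reagent) was pre-reduced with 400 uM NADPH for 5 min at room temperature, then incubated with compound for 15 min. After 400 uM selenite was added, NADPH fluorescence (Ex 340/Em 450 nm) was followed for 8 min.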
IDH1 R132H inh: human IDH1 R132H inhibition; IDH1-R132H enzyme, NADPH consumption, diaphorase/resazurin fluorescence; Potency, µM (titrated, usually from 76.6 µM), inactives show at the top dose activity change, negative = inhibition, hits mostly inhibitors; 390,000 compounds, 0.093% hits; further: potency means the concentration at half of the fitted maximal effect; on the % scale 0 is the no-effect control and ±100 the full control effect; nearly all actives have a fitted effect of over 65% in size
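IDH1-R132H (0.5 ug/mL dispensed) in pH 7.5 Tris buffer was preincubated 30 min with compound, then given a substrate mix of 0.016 mM NADPH and 2 mM alpha-KG for 80 min at room temperature; remaining NADPH was read by diaphorase/resazurin fluorescence.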
Vif-A3G inh: blocks the Vif interaction with human APOBEC3G; Q9HC16; HeLa A3G-eYFP + Vif (tagged APOBEC3G with the HIV-1 protein that degrades it), YFP fluorescence, overnight; Potency, µM (titrated, usually from 46.1 µM), for inactives: top-dose activity, negative = active, actives largely listed as inhibitors; 410,000 compounds, 0.076% hits;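 further: potency means the concentration at half of the fitted maximal effect; on the % scale 0 is the no-effect control and ±100 the full control effect; nearly all actives have a fitted effect of over 60% in size; hits raise eYFP signal because A3G escapes Vif-driven loss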
Target sequence (Q9HC16 whole entry, looked up): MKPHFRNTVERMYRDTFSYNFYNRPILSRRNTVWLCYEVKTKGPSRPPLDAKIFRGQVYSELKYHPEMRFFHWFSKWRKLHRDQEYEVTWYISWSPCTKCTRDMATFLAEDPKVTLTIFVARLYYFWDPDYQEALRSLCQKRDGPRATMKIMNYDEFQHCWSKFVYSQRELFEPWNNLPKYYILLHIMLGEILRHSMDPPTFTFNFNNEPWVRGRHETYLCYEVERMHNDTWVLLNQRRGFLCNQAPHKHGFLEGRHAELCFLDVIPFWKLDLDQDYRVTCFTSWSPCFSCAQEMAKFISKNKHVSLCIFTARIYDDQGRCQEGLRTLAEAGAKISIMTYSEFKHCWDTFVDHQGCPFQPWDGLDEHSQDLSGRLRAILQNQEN
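Read-out is eYFP fluorescence (Ex 488/Em 500-530) from Vif-expressing HeLa A3G-eYFP cells; more signal means A3G escaped Vif-mediated degradation. Cells plated overnight, compound pinned in, incubated overnight at 37 deg C.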
* hit, by the source's call; ? = inconclusive; . = not tested or not shown; & = joins results of further samples; [ ] = another dose, or the depositor's remark. Unless noted, the call rests on the fitted dose curve; in most records, active means well fitted curve in the direction sought with a large enough effect; inconclusive means small, poorly fitted or top-dose-only effect, or another doubt; inactive means no such curve, though single readings can be large; an effect the other way counts as inactive or inconclusive. Only part of the results is shown; rates above refer to the full screens.

Preview, 2 compounds:
molecule | Glioma ERSR ind | RGS4 inhibitor | USP1-UAF1 inh | Vif-APOBEC3F blk | LDHA inh | TrxR1 substrate | TrxR1 inh | IDH1 R132H inh | Vif-A3G inh
CCOC(=O)COc1ccc(/C=C(\C#N)c2nc3ccc(C)cc3[nH]2)cc1OC | -10% | ? | -35% | 0% | 0 | 3% | -5% | 0% | -21%
Brc1ccc(C2Nc3cccc4cccc(c34)N2)o1 | 2% | -35% | ? | 2% | 15 | 3% | 25µM* | 16% | 0%

This part in full, from the first entry:
molecule | Glioma ERSR ind | RGS4 inhibitor | USP1-UAF1 inh | Vif-APOBEC3F blk | LDHA inh | TrxR1 substrate | TrxR1 inh | IDH1 R132H inh | Vif-A3G inh
CCOC(=O)COc1ccc(/C=C(\C#N)c2nc3ccc(C)cc3[nH]2)cc1OC | -10% | ? | -35% | 0% | 0 | 3% | -5% | 0% | -21%
Brc1ccc(C2Nc3cccc4cccc(c34)N2)o1 | 2% | -35% | ? | 2% | 15 | 3% | 25µM* | 16% | 0%
Cc1cc(C)c(CN2CCC(n3nccc3NC(=O)CCOc3ccccc3)CC2)cc1C | -5% | -26%[56.9 µM] | -15% | 0% | -2 | 3%[57.1 µM] | 22%[57.1 µM] | 4% | -10%
O=C(NN=C1CCCC1)c1ccc(O)cc1 | 1% | 25% | -16% | 0% | -1 | -4% | 4% | -2% | 5%
Cc1cccc(C(=O)NNC(=S)NC(=O)c2cccs2)c1 | ? | -29% | 2% | 1% | -2 | -6%[57.1 µM] | -22%[57.1 µM] | 5% | -13%
CC(=O)NCCNC(=O)c1ccc(Cn2c(=O)[nH]c3ccsc3c2=O)cc1 | -2% | -7% | -16% | 2% | -8 | 8% | 21% | -13% | 2%
Cc1ccc(NC(=O)O/N=C/c2ccc(Br)cc2)cc1 | 4% | 19% | -19% | 0% | -3 | 5% | 19% | -1% | -6%
O=C(N/N=C/C(c1ccccc1)c1ccccc1)c1ccccc1F | -1% | 35% | -10% | -11% | -8 | 1% | 11% | -18% | 3%
O=C(COC(=O)c1ccccc1Nc1ccccc1)Nc1ccccc1 | -3% | -26% | -8% | 0% | -9 | 17% | 15% | 0% | -16%
C/C(CC(=O)Nc1ccc(C)c(Cl)c1)=N\NC(=O)Cc1cccs1 | 3% | 0% | -19% | 0% | 0 | 3% | -7% | 0% | -6%
Cc1nc(N2CCC3(CC2)OCCO3)c2nnn(Cc3ccccc3F)c2n1 | 4% | -8% | -6% | -6% | -5 | 0%[57.1 µM] | 1%[57.1 µM] | 19% | 4%
Cc1ccc(Nc2ncccc2C(N)=O)cc1 | 1% | 7% | 1% | -8% | -5 | -7% | -3% | 3% | 4%
Cc1ccccc1N(C(=O)c1ccccn1)C(C(=O)NCc1ccccc1)c1cccnc1 (stereo not drawn) | -4% | -12% | -3% | 0% | -5 | 5%[0.457 µM] | 5% | 1% | 0%
O=[N+]([O-])c1cc([N+](=O)[O-])c(Oc2ccccc2F)cc1NN1CCCCC1 | -4% | 0% | ? | 3% | 0 | 3% | 11% | -4% | 2%
Cc1nc2cc(C(=O)O)ccc2n1-c1ccccc1 | -3% | -3% | -3% | -13% | -8 | -1% | 17% | 3% | 2%
COc1ccc(-c2nc3ncccn3c2Nc2ccccc2)cc1 | -2% | 12% | 8% | -12% | -14 | 2%[57.1 µM] | 1%[57.1 µM] | -5% | -10%
Cc1ccc(-c2c(C)n([O-])c3c([n+]2=O)CCC3)cc1 | 1% | -17% | 2% | -13% | -1 | -17% | 0% | -3% | 0%
O=C(NCC1CCCO1)c1cccc(S(=O)(=O)Nc2ccccc2Cl)c1 (stereo not drawn) | -4% | . | ? | -8% | -18 | . | . | 1% | 0%
Cc1ccc(-n2ncc3c(NCc4ccco4)ncnc32)cc1C | 5% | -15% | -17% | -2% | -1 | 11% | 20%[57.1 µM] | 1% | 0%
CN(CC(=O)Nc1ccc(S(=O)(=O)N2CCCC2)cc1)CC(=O)Nc1ccc(F)c(F)c1F | -4% | -24% | -18% | 1% | -5 | -5% | 9% | -2% | 0%
CC1=CC(C)C(CN(CCC[N+](C)(C)C)C(=O)Nc2ccccc2)C(C)C1 (stereo not drawn) | -2% | -6% | -6% | 6% | 8&-11 | 6%[57.1 µM] | 22%[57.1 µM] | 3% | 1%
C=CCn1c(O)c(N=O)c2cc(C)ccc21 | -1% | 4% | -11% | 10% | -4 | -1% | 9% | 4% | 0%
CC(=O)c1ccc(N2CCN(S(=O)(=O)c3cccc(S(=O)(=O)N4CCOCC4)c3)CC2)cc1 | -6% | -14%[11.4 µM] | -10% | -7% | -7 | 5% | -1% | -7% | 3%
N/C(=N\OC(=O)Nc1ccccc1)c1ncc([N+](=O)[O-])s1 | 3% | -12% | ? | ? | -10 | 8%[57.1 µM] | 13%[11.4 µM] | 0% | -5%
Cc1cc(C)c2nc(NNC(=O)c3ccc(S(=O)(=O)N4CCCCC4)cc3)sc2c1 | -2% | -41% | -25% | -8% | -3 | -2%[57.1 µM] | 1%[57.1 µM] | 2% | -23%
Cc1cc2cc(CN(Cc3ccco3)S(=O)(=O)c3c(C)ccc4nsnc34)c(=O)[nH]c2cc1C | -2% | -1% | -27% | -1% | 3 | 2%[57.1 µM] | ? | -5% | -6%
COc1ccc(CCC(=O)NNC(=O)c2cc(Cl)ccc2OC)cc1OC | -4% | 2% | -20% | 0% | -2 | -8% | -10% | -2% | -6%
O=C(NC1CC2CCCC(C1)N2C(=O)Nc1ccccc1)c1ccncc1 (stereo not drawn) | -1% | 23% | -14% | . | -9 | -7% | -16% | 10% | 0%
CCn1c(/C=C/c2ccccc2F)nc2ccccc2c1=O | 1% | 20% | -19% | 3% | -8 | -8% | 6%[57.1 µM] | 22% | -15%
O=C(CCn1c(=O)c2ccccc2n(CC(=O)Nc2cccc(F)c2)c1=O)NCCc1ccccc1 | 3% | -5% | -22% | 0% | -3 | 6% | 11% | -4% | 1%
COc1ccc(CN(C)C(=O)C2CSC3(C)CCC(=O)N23)c(OC)c1 (stereo not drawn) | -6% | . | -17% | -4% | 0 | . | . | -5% | 0%
COc1ccccc1CNC(=O)CCCc1nnc2n(C)c(=O)c3sccc3n12 | -12% | -3% | -12% | 0% | -9 | 0% | 24% | 14% | 0%
Cc1ccc2c(c1)N(C(=O)CCC(=O)N1CCN(c3ccccn3)CC1)CC(C)O2 (stereo not drawn) | -3% | 2% | -12% | 4% | -6 | 4%[57.1 µM] | 18%[57.1 µM] | -3% | 2%
CS(=O)(=O)Oc1ccc2c(c1)O/C(=C\c1cccc([N+](=O)[O-])c1)C2=O | -2% | -30% | -17% | -6% | 0 | 4% | 27% | 7% | -1%
Cn1ccnc1C(O)c1cccc(OCc2ccccc2)c1 (stereo not drawn) | 1% | -1% | -19% | -22% | -2 | 5% | 28% | -1% | 1%
COc1ccccc1CNS(=O)(=O)c1ccc(S(=O)(=O)NC2CC2)cc1 | -2% | -5% | -1% | 7% | -2 | 10%[57.1 µM] | 30%[57.1 µM] | 4% | -2%
COc1ccccc1NC(=O)CSc1nnc(Cc2cccn2C)n1CCc1ccccc1 | -3% | -3% | -9% | -3% | -6 | 5% | 9% | 5% | 1%
CCOC(=O)c1c(N)n(-c2ccccc2CC)c2nc3ccccc3nc12 | -4% | -1% | -34% | -12% | 2 | 68%[activator][57.1 µM] | ? | 4% | -3%
CC(=O)CSc1nnc2cc(C)c3ccccc3n12 | 1% | -13% | -3% | 0% | -4 | 3%[57.1 µM] | 10%[57.1 µM] | 2% | 0%
FC(F)(F)c1cccc(CC2CN(Cc3ccccc3)Cc3ccccc3N2c2cc(Cl)cc(Cl)c2)c1 (stereo not drawn) | 2% | . | -16% | -12% | -2 | . | . | 3% | 2%
Cc1ccc(NC(=O)Cc2nnc(SCC(=O)Nc3ccc(N4CCOCC4)cc3)n2C)cc1 | 1% | -6% | -9% | -13% | -2 | 4% | 13% | 23% | 0%
COc1ccc(-n2nnnc2C2CCN(S(=O)(=O)c3ccc(F)cc3Cl)CC2)cc1 | -2% | -5% | -25% | -1% | 4&3 | -1% | 11% | 15% | -1%
CC(C)NC(=O)CCCOc1ccc(Cl)cc1Cl | 4% | 0% | -30% | -9% | -1 | -2% | 18% | -1% | 4%
Cc1ccc(S(=O)(=O)N2CCCCC2)cc1NC(=O)c1cc(F)c(F)c(F)c1F | 2% | -4% | -11% | 2% | -6 | -6%[57.1 µM] | 6%[2.29 µM] | 1% | -2%
O=C(Nc1ccccc1)C(O)C(O)C(=O)Nc1ccccc1 (stereo not drawn) | 0% | -11% | -17% | 8% | -12 | 3% | 10% | -12% | 0%
CC1CC1C(=O)Nc1nc(-c2ccccc2)cs1 (stereo not drawn) | 2% | -8% | -11% | 0% | -3 | 12%[57.1 µM] | -2%[57.1 µM] | 2% | -7%
CN1CCN(Cc2nc3c(c(=O)[nH]c(=O)n3C)n2CCc2ccccc2)CC1 | -4% | 13% | -13% | 0% | 0 | 3% | 13% | -4% | 3%
Cc1cc(C)n2ncc(C(=O)NCCc3ccccc3)c2n1 | 0% | -17% | -6% | -6% | -1 | 78%[activator] | 5% | 7% | -13%
